Bioassay records deposited in PubChem by several laboratories.
Salmonella PhoP GFP: inhibitors of PhoP regulon expression, primary screen, Salmonella Typhimurium, GFP reporter (AID 1863); inhibition, % at 50 µM; hits with a dose series show IC50 in µM; actives 0.16% (n = 300,000); S. Typhimurium PhoP-regulated promoter GFP reporter, 4 h; higher % means a stronger effect;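 active = inhibition over 29.93%, a cutoff 3 SD above the screen mean, later confirmed by dose response; inconclusive = inhibition over 29.93% but no dose response follow-up; inactive = inhibition at most 29.93% or unconfirmed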;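 note: 0% = low Mg2+ inducing control and 100% = high Mg2+ repressing control; strong numbers were not always called active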
T cell HTS: T cell immune modulation candidate | 2C CD8+ T cell-vesicle binding, flow cytometry; hits give low values | calls only at 7 µM | actives 0.068% (n = 330,000) | AID 2052;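 active = response, share of CD8 T cells binding vesicles, and their 90th percentile fluorescence all below set limits, cut at about 80% in these data, passing the limit was not always enough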
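Material: murine 2C transgenic CD8+ T lymphocytes / Also added: QL9-peptide-loaded Drosophila micro-vesicles bearing Ld, ICAM-1 and B7-1 / Schedule: binding step 1.5 h, 37 °C, antibody labelling 20 min, ice / Signal: flow cytometry, PE anti-B7-1 (FL2) versus Alexa647 anti-CD8 (FL8), PFA-fixed / Evaluation: percent CD8+ FL2 mean versus row control / Benchmarks: naked versus QL9-loaded vesicles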
SV40 large T antigen: TAg ATPase/helicase activity blockers – biochemical (AID 1903); actives 0.39% (n = 310,000); one-dose inhibition, % at 20 µM; IC50 in µM for titrated hits; SV40 large T antigen ATPase/helicase inhibition assay; higher % means a stronger effect; in the data active = a potency from the dose series; inconclusive = inhibition mostly from about 32% at the one dose, without a potency; inactive = the rest, 99 in 100 with inhibition below about 32%; note: strong numbers were not always called active
West Nile virus CPE: inhibition of WNV-induced cytopathic effect – cell-based, CPE readout (AID 1621); one-dose CPE inhibition, % at 10 µM; IC50 in µM for titrated hits; West Nile virus-infected cells, CPE inhibition; higher % means a stronger effect; actives 0.02% (n = 290,000); in the data active = a potency from the dose series; inconclusive = CPE inhibition mostly from about 3.7% at the one dose, without a potency; inactive = the rest, 99 in 100 with CPE inhibition below about 2.2%; note: strong numbers were not always called active
WT yeast gro inh: growth inhibition of WT yeast, mitochondrial fusion screen; inhibition, % at 10 µM; actives 2.1% (n = 190,000); mitochondrial fusion phenotypic screen, WT strain; AID 1362; in the data active = inhibition above about 58%; tested in S. cerevisiae
MgcRacGAP inhibition: MgcRacGAP GTPase-activating activity inhibitors, confirmation, biochemical, ADP Hunter fluorescence; MgcRacGAP-stimulated Rac1 GTP hydrolysis, ADP Hunter fluorescence; higher % means a stronger effect; GST-tagged Rac1 F28L mutant substrate; inhibition, % at 30 µM; hits with a dose series show IC50 in µM; actives 0.6% (n = 340,000); AID 624330;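 active = first-screen hits whose inhibition reached a set limit at any dose in the follow-up dose series; inconclusive = inhibition above the set first-screen limit but never retested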;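 note: fluorescence reports GDP produced by GAP-driven GTP hydrolysis; strong numbers were not always called active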
RSV CPE inhibition: RSV antiviral activity via CPE protection, HEp-2 cells, primary 10 µM value included (AID 2391); actives 0.13% (n = 310,000); HEp-2 cells, RSV-induced CPE inhibition; higher % means a stronger effect; CPE inhibition, % at 10 µM; hits with a dose series show IC50 in µM; in the data active = a potency from the dose series; inconclusive = CPE inhibition mostly from about 23% at the one dose, without a potency; inactive = the rest, 99 in 100 with CPE inhibition below about 21%; note: strong numbers were not always called active
Myeloid diff 2: compounds promoting myeloid differentiation; AID 624256; ER-HoxA9 myeloid progenitors, lysozyme-GFP differentiation, flow cytometry; calls only at 10 µM; actives 1% (n = 360,000);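 active = normalized GFP-positive differentiation at or above the plate's own cutoff, the solvent-only control mean plus 3 SD; inconclusive = no clear call, values can overlap the other calls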;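 note: cells exposed to compound for four days before flow analysis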
bCat nuc transl: modulators of beta-catenin nuclear translocation. HeLa beta-catenin nuclear translocation, immunofluorescence imaging. nuclear translocation activity, % at 5 µM. actives 0.3% (n = 190,000). AID 1665;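 active = nuclear translocation activity above 50% at 5 µM, with a well cell count of 50 or more; inconclusive = wells under 50 cells across six images, flagged as toxic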;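 note: per-cell ratio of nuclear to cytoplasmic median beta-catenin stain intensity; plate controls were DMSO negative control for no effect and GSK-3 inhibitor IX positive control for full effect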
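Signal – beta-catenin immunofluorescence imaging with DAPI · Test system – human HeLa cell line · Dosing – 5 µM primary single dose, 0.1% DMSO, 0.02–20 µM confirmation series · Measure – % activation, nuclear-to-cytoplasmic median beta-catenin signal ratio per cell · Incubation – 24 h compound exposure at 37°C, 5% CO2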
WT yeast gro inh mutant strain: further read-out of WT yeast gro inh, marked with its call; inhibition, %; mitochondrial fusion phenotypic screen, mutant strain inhibition
bCat nuc transl cell count 5 µM: further read-out of bCat nuc transl, marked with its call; cell count; measured here: cell count, cytotoxicity flag
T cell HTS vesicle-bound %: further read-out of T cell HTS, marked with its call; double positive events, %; measured here: CD8+ vesicle-bound cell fraction;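 binding gate set so that unloaded-vesicle control wells show 10% double positive cells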
Myeloid diff 2 GFP+ MAC1+ %: further read-out of Myeloid diff 2, marked with its call; GFP+ MAC1+ double positive, %; measured here: differentiation confirmed by MAC1 staining
* = called active by the depositor; i = inactive; ? = inconclusive; · = not tested or not shown.

SMILES	Salmonella PhoP GFP	T cell HTS	T cell HTS vesicle-bound %	SV40 large T antigen	West Nile virus CPE	WT yeast gro inh	WT yeast gro inh mutant strain	MgcRacGAP inhibition	RSV CPE inhibition	Myeloid diff 2	Myeloid diff 2 GFP+ MAC1+ %	bCat nuc transl	bCat nuc transl cell count 5 µM
Cc1c(Cl)ccc(S(=O)(=O)NCCCn2ccnc2)c1Cl	-5.0%	i	45.4	9.4%	-2.1%	·	·	2.4%	0.4%	i	0.1	·	·
CNS(=O)(=O)c1ccc(CCC(=O)N2CCN(c3ccccc3OC)CC2)cc1	-7.6%	i	11.7	10.5%	0.1%	·	·	7.0%	0.5%	i	0.6	·	·
COc1ccc(CCNC(=O)CSc2nc3ccsc3c(=O)n2CC2CCC(C(=O)O)CC2)cc1OC (stereo unspecified)	11.2%	i	34.2	7.0%	-0.1%	·	·	2.2%	0.3%	i	3.5	·	·
CC1CCCCN1C(=O)COc1ccc(S(=O)(=O)N2CCCC2)cc1[N+](=O)[O-] (stereo unspecified)	·	i	8.5	·	·	·	·	3.6%	1.5%	i	0.4	·	·
COc1ccc2c(c1OC)C(=O)O[C@@H]2[C@H]1c2c(cc3c(c2OC)OCO3)CCN1C	-0.7%	i	30.5	7.2%	-0.6%	-9.9	-16.4	-0.9%	0.4%	i	2.2	-1.5	498
COc1ccccc1CNC(=O)C(=O)NCC1OCCCN1S(=O)(=O)c1ccc(F)cc1C (stereo unspecified)	-4.1%	i	4.4	5.6%	-1.2%	·	·	13.7%	1.1%	i	1.6	·	·
COc1ccc(-n2c(Cc3cccn3C)nnc2SCC(=O)Nc2cc(Cl)ccc2OC)cc1	5.2%	i	40.8	4.3%	0.0%	23.3	6.5	7.5%	1.9%	?	·	-0.7	1034
CCCCCCC#Cc1cncc(C(=O)NNC(=O)Nc2cc(Cl)cc(Cl)c2)c1	-7.8%	i	55.6	21.8%	-0.6%	·	·	·	39.7%	i	0.7	-0.8	1303
CCc1ccc(Nc2n[n+](-c3ccccc3)c(-c3ccc(OCc4ccccc4)cc3)s2)cc1	9.6%	i	24.0	13.1%	-0.3%	·	·	10.2%	3.3%	i	0.7	·	·
CCOC(=O)c1c(C=O)c(C)n(Cc2ccccc2Cl)c1C	-7.5%	i	44.7	7.5%	-0.2%	8.7	16.1	5.8%	13.3%	i	0.9	-0.4	1107
O=C1CCCN1c1ccc(C(=O)N(Cc2nnc(-c3ccccc3Cl)o2)C2CC2)cc1	7.9%	i	31.7	6.8%	·	·	·	7.5%	18.8µM*	i	1.4	·	·
CC(=O)N1CCc2cc(S(=O)(=O)NCCC(=O)NCCc3ccc(C)cc3)ccc21	-12.8%	i	52.5	1.5%	-1.6%	-4.4	-0.7	1.3%	7.9%	i	1.0	-0.5	1000
COc1ccc(C(=O)NCCCCCCNC(=O)c2ccc(OC)cc2)cc1	-6.9%	i	11.7	2.3%	-0.4%	·	·	-8.2%	0.9%	·	·	·	·
COc1ccc(N2CCN(Cc3cc(=O)oc4cc5c(cc34)CCCC5)CC2)cc1	2.8%	i	29.4	10.3%	-0.1%	17.9	19.7	2.7%	2.4%	i	0.1	-5.2	969
CSc1ncccc1C(=O)Nc1nnc(C2CC2)s1	-11.2%	i	13.7	-3.4%	-0.6%	-7.4	-9.5	3.3%	2.1%	i	0.8	0.2	1085
CCC1CCCCN1S(=O)(=O)c1ccc(S(=O)(=O)N(Cc2ccccn2)CC2CCCO2)cc1 (stereo unspecified)	13.9%	i	47.1	5.9%	-1.6%	19.6	-26.4	-6.7%	14.8%	i	0.7	-1.5	1015
CCN(CC)c1ccc(/C=N/NC(=O)c2ccco2)cc1	-4.9%	i	43.3	29.0%	-0.6%	4.5	1.6	28.4%	2.8%	?	·	·	·
COc1ccccc1NC(=O)c1ccccc1NS(=O)(=O)N1CCCC1	-13.1%	i	35.4	2.2%	-0.6%	-3.0	4.2	-1.5%	1.6%	i	4.7	·	·
COC(=O)c1c(NC(=O)C(C)(C)C)csc1C	-5.2%	i	21.0	21.8%	0.1%	·	·	8.5%	1.3%	i	0.3	-2.2	1029
S=C(NCCCc1ccccc1)Nc1ccc(Cl)cc1	15.8%	i	25.9	5.1%	-1.9%	72.4*	49.8*	5.5%	12.3%	i	0.3	1.2	1032
COc1ccc(-c2nc(-c3ccc(O)cc3O)cs2)cc1OC	0.8%	·	·	19.5%	1.1%	46.4	8.8	55.1µM*	·	i	0.0	5.1	1334
COCCn1c(SCC(=O)Nc2ccc3[nH]c(=O)[nH]c3c2)nc2ccccc2c1=O	-4.6%	i	23.6	17.5%	0.3%	·	·	11.2%	-0.1%	i	0.3	-0.1	1360
CCOc1ccccc1OCCCC(=O)NC1CCCc2ccccc21 (stereo unspecified)	-0.4%	i	35.6	1.1%	-0.5%	-2.4	-15.7	-6.4%	3.5%	i	4.7	-0.4	1065
Cc1ccc(-c2noc(-c3ccccc3Br)n2)cc1	-1.5%	i	42.4	7.2%	-0.1%	0.7	5.9	11.7%	3.5%	i	0.6	-4.5	957
COc1cccc2cc(C(=O)c3ccccc3)oc12	-6.6%	i	6.3	2.6%	1.2%	0.7	7.7	-5.1%	1.7%	i	0.4	-1.3	867
Cc1cc(C=C2C(=O)c3ccccc3C2=O)c(C)n1-c1ccc(Cl)cc1	5.9%	·	·	8.2%	·	22.1	32.5	3.3%	·	i	0.6	-1.1	1085
CCCn1c(N2CCN(C)CC2)nc2c1c(=O)[nH]c(=O)n2C	6.9%	i	48.6	-14.1%	0.5%	-0.8	-11.0	0.1%	1.0%	i	0.3	1.5	567
CC(C)C(=O)N1CCN(c2ccc(NC(=O)COc3ccccc3[N+](=O)[O-])cc2)CC1	7.2%	i	30.3	2.2%	-0.1%	-9.8	0.4	·	0.0%	i	0.2	1.8	1452
COCc1ccc(C(=O)N2CCN(CC(=O)N3CCCC3)CC2)cc1	·	i	37.4	·	·	·	·	4.8%	0.7%	i	0.9	·	·
C/C(=N\NC(=O)c1nn(C)cc1Br)c1cccc(NC(=O)c2ccncc2)c1	-0.7%	i	32.6	8.4%	0.0%	-3.0	10.4	9.3%	0.8%	i	0.3	-1.1	963
O=C(COc1ccc(/C=N/NC(=O)c2ccc(O)cc2)cc1)Nc1cccc([N+](=O)[O-])c1	-0.2%	i	22.0	22.9%	0.6%	3.0	22.4	5.6%	4.1%	i	0.4	-0.7	911
CCN(CC)CCN(C(=O)c1ccc([N+](=O)[O-])cc1)c1nc2c(OC)cccc2s1	10.8%	i	34.7	9.5%	0.2%	5.4	1.6	-3.8%	-0.1%	i	0.7	·	·
CC(C)CN(C)Cc1c(C(=O)N2CCc3ccccc3C2)nc2ccc(Cl)cn12	-7.5%	i	40.2	3.9%	-1.8%	26.0	20.4	7.7%	4.8%	i	0.8	1.9	897
O=C1c2ccccc2C(O)(Cc2ccccc2)N1Cc1ccco1 (stereo unspecified)	-5.7%	i	34.1	9.6%	-0.9%	-16.3	-0.8	12.4%	-0.6%	i	3.1	-3.8	1191
O=C(CNC(=O)c1cccs1)NCC(=O)OCc1ccc(F)cc1	-1.8%	i	25.2	-5.7%	1.1%	-6.2	-6.3	4.0%	1.4%	i	0.4	-0.4	1526
Cc1ccc2sc(C)[n+](CCO)c2c1	-3.6%	i	35.6	22.2%	0.0%	-1.1	12.9	20.6%	1.3%	i	0.3	-0.8	1092
COc1ccccc1CCNC(=O)C(=O)NCC1OCCN1S(=O)(=O)c1ccc(C)cc1 (stereo unspecified)	·	i	31.6	6.0%	-1.0%	·	·	7.2%	3.4%	i	0.9	·	·
O=C1c2ccccc2NC(c2ccco2)N1O (stereo unspecified)	7.8%	i	56.7	2.1%	0.4%	2.1	-2.3	13.7%	3.5%	i	0.6	·	·
COc1cccc(NC(=O)CSc2ncnc3c2cnn3Cc2ccccc2)c1	-16.2%	i	50.2	3.4%	-0.3%	14.5	4.1	6.5%	18.7%	i	0.8	-0.7	1217
COc1ccc(/C=N\NC(=O)C2CCCC2)cc1Br	0.4%	i	15.5	8.4%	-0.6%	·	·	8.9%	2.5%	i	0.9	·	·
O=C(c1ccncc1)N1N=C2CCCCCC2C1(O)C(F)(F)F (stereo unspecified)	-6.4%	i	47.6	10.0%	0.0%	-7.8	15.2	13.2%	-0.2%	i	0.4	0.0	931
O=C(Cc1c[nH]c2ccccc12)NCc1ccco1	-3.5%	i	10.5	9.5%	0.2%	-3.2	-0.9	1.0%	-1.6%	i	0.3	3.6	1106
CC(=O)Nc1nnc(SCC(=O)NC2CCCC2)s1	1.7%	i	17.6	20.6%	0.4%	·	·	-2.0%	0.0%	i	0.8	·	·
Cc1ccc(-c2cc(C(=O)NCc3cccs3)no2)cc1	3.3%	i	13.3	-1.0%	0.1%	1.9	-4.3	14.6%	0.8%	i	1.4	·	·
S=C(Nc1ccc2c(c1)OCO2)N1CCN(Cc2ccco2)CC1	-8.8%	i	10.0	10.8%	-0.7%	25.3	12.8	-0.2%	1.1%	i	1.2	2.6	952
Cc1ccccc1NC(=O)CSc1nnc(C2CC2)n1CC1CCCO1 (stereo unspecified)	7.8%	i	33.2	0.9%	-0.6%	·	·	0.2%	0.5%	i	1.6	·	·
CC(=O)c1ccc(NC(=O)CN2C(=O)CCC2=O)cc1	-3.8%	i	41.0	2.5%	0.8%	-15.0	-8.9	10.5%	2.6%	i	0.4	-0.7	1507
